a7 integrin act: qHTS for Activators of Integrin-Mediated Alleviation for Muscular Dystrophy | alpha7betagal myoblasts, beta-gal FDG fluorescence, 48 h | Potency, µM (doses to about 38.3 µM), inactives show at the top dose activation, hits mostly activators | 350,000 tested, 0.064% active;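 further: potency means the concentration at half of the fitted maximal effect; 100% = response of the positive control SU9516; nearly all actives have a fitted effect of over 60% in size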
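Alpha7betagal+/- myoblasts (passage 13) were plated 16-24 hr, then exposed to compounds (1:260 dilution of DMSO stock) for 48 hours at 37C. After MPER lysis, β-galactosidase reporter activity was read as FDG fluorescence (ex 480/em 540) after 30 minutes.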
KCNH2 WT inh: qHTS for Inhibitors of KCHN2 3.1: Wildtype qHTS. Voltage-gated inwardly rectifying potassium channel KCNH2 (Homo sapiens), Q12809. U2OS, BacMam KCNH2, thallium flux FluxOr; hits give low values. activity change, % at 1.84 µM. 340,000 tested, 0.37% active;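 active means maximum activity change below -70%; inconclusive means maximum activity change between -70% and -50%; inactive means maximum activity change above -50%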; further: on the % scale 0 is the no-effect control and ±100 the full control effect
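U2OS cells transduced with wild-type KCNH2 virus are loaded with FluxOr dye for 45 min, and thallium flux is measured in kinetic reads before and after stimulation buffer. Rate constants are normalized to DMSO controls.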
A-T KAP1 phos: qHTS Assay for Identifying a Potential Treatment of Ataxia-Telangiectasia | […] A-T fibroblasts, KAP-1 phosphorylation AlphaLISA; neocarzinostatin DNA damage 30 min before lysis | Potency, µM (titrated, usually from 57.5 µM), for inactives: at the top dose activation, most hits filed as activators | 320,000 tested, 0.19% active | AID 485349, 2010; further: potency means the concentration at half of the fitted maximal effect; % of control where 0% means no effect; nearly all actives have a fitted effect of over 45% in size
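ATM-like activity read as KAP-1 phosphorylation via AlphaLISA donor/acceptor antibody pairs after lysis and 6 hr at 25C. Cells were ATM-null patient fibroblasts ([…], hTERT), dosed 60 min, then exposed to the DSB inducer NCS for 30 min.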
MBNL1-CUG inh: qHTS Assay for Inhibitors of MBNL1-poly(CUG) RNA binding; Muscleblind-like protein 1 (Homo sapiens), Q9NR56; TR-FRET MBNL1-His/biotin-(CUG)12 binding, 665/545 ratio; Potency, µM (doses to about 57.5 µM), without a hit: at the highest dose activity change, negative = inhibition, usual class: inhibitors; 280,000 tested, 0.036% active; AID 2675, 2010; active means well fitted inhibition curve with a large enough effect in the signal ratio, with a control signal flat, not every such curve was filed as active; inconclusive means small, poorly fitted or top-dose-only effect, or effect the other way, or a change in a side signal; inactive means no such curve, though single readings can be large or run the other way; the % refers to the signal ratio; further: potency means the concentration at half of the fitted maximal effect; on the % scale 0 is the no-effect control and ±100 the full control effect
Target sequence (Q9NR56 whole entry, looked up): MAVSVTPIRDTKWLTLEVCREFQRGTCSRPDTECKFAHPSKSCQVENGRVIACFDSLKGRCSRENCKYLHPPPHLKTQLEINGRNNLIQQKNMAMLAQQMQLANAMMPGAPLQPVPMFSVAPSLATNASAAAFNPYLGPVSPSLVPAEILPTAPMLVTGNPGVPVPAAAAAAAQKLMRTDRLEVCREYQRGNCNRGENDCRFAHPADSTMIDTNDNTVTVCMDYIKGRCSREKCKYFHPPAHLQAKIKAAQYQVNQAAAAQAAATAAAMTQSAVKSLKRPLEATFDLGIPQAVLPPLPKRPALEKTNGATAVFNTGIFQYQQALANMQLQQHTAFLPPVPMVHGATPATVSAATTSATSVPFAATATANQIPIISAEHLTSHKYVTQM
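Inhibition of protein-RNA binding appears as loss of TR-FRET between terbium anti-His antibody on MBNL1-His and streptavidin-XL665 on biotin-(CUG)12. Activity is normalized to buffer-only and uninhibited-complex controls.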
CXXC DNA block: qHTS Fluorescence Polarization Assay for Inhibitors of MLL CXXC domain - DNA interaction | Histone-lysine N-methyltransferase 2A (Homo sapiens), Q03164 | MLL-CXXC / FITC-HOXA9 DNA fluorescence polarization | Potency, µM (titrated, usually from 115 µM), for the others: at the highest dose activity change, negative = inhibition, usual class: inhibitors | 290,000 tested, 0.037% active; active means well fitted inhibition curve with a large enough effect in the polarisation, with a control signal flat, not every such curve was filed as active; inconclusive means small, poorly fitted or top-dose-only effect, or effect the other way, or a change in a side signal; inactive means no such curve, though single readings can be large or run the other way; the % refers to the polarisation; further: potency means the concentration at half of the fitted maximal effect
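Fluorescence polarization: 7 uM MLL-CXXC (stock) preincubated 5 min with compounds, then 50 nM fluorescein-HOX-A9 DNA (stock) added; 30 min ambient. Buffer 50 mM Tris-HCl pH 7.5, 50 mM NaCl, 1 mM DTT, 0.05% BSA.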
ASM inhibitor: Inhibitors of Secretory Acid Sphingomyelinase (S-ASM): qHTS. Sphingomyelin phosphodiesterase (Homo sapiens), P17405. placental ASM, HMU-PC fluorogenic substrate, 60 min. Potency, µM (series often up to 57.5 µM), inactives show at the top dose activity change, negative = inhibition, most hits filed as inhibitors. 340,000 tested, 0.006% active. AID 504937, 2011; further: potency means the concentration at half of the fitted maximal effect
Target sequence (P17405 47-631 limits assumed): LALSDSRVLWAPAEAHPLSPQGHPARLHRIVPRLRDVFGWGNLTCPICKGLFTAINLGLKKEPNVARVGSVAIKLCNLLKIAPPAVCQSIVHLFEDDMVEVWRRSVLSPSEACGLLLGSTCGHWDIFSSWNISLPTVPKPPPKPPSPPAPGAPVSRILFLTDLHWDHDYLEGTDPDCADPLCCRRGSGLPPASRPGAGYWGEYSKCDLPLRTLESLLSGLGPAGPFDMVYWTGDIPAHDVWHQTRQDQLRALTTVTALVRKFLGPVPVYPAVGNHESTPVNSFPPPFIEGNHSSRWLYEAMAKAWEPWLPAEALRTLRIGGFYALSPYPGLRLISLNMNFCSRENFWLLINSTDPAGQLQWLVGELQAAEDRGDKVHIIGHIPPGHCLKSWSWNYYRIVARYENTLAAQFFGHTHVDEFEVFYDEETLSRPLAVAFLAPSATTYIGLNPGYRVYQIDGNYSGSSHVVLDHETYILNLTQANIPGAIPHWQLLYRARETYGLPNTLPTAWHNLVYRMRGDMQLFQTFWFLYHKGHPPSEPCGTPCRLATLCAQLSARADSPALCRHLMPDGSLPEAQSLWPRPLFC
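HMU-PC0 cleavage (9 uM final) by human placental ASM, 60 min at 37 °C following 10 min compound exposure at RT; stopped at pH 10, fluorescence Ex 386/Em 447 nm.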
GALK inh: qHTS Assay for Inhibitors of Human Galactokinase (GALK); P51570; Purified GALK, Kinase-Glo residual ATP luminescence; Potency, µM (highest dose often 57.5 µM), inactives show at the highest dose activity change, negative = inhibition, actives largely listed as inhibitors; 270,000 tested, 0.007% active; further: potency means the concentration at half of the fitted maximal effect; on the % scale 0 is the no-effect control and ±100 the full control effect
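Human GALK (5 nM) with 35 uM ATP and 100 uM galactose in 20 mM HEPES pH 8.0, 5 mM MgCl2, 60 mM NaCl, 1 mM DTT, 0.01% BSA. After 1 h at room temperature, leftover ATP was read by Kinase-Glo Plus luminescence.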
Coupling enz: qHTS Assay for Inhibitors of Fructose-1,6-bisphosphate Aldolase from Giardia Lamblia: Coupling assay counterscreen; 290,000 tested, 0.67% active; coupling enzyme system counterscreen, AmpLite Red fluorescence; AID 2472, 2010; activity change, negative = inhibition, % at 58.2 µM, hits read low; in the data active means activity change below about -30%; further: on the % scale 0 is the no-effect control and ±100 the full control effect
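Compounds tested against the coupling enzymes alone at 57.5 uM final; readout was AmpLite Red fluorescence (525/598 nm) after 20 min at RT.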
TRPV1 agonist: HTS Assay for Compounds that Act as Agonists of the Vanilloid Receptor 1. activation, % at 8.33 µM. TRPV1-expressing cells, Fluo-8 calcium influx, agonist mode. 320,000 tested, 0.19% active. Transient receptor potential cation channel subfamily V member 1 (Homo sapiens), Q8NER1; in the data active means activation above about 80%; inconclusive means between about 30% and that limit; further: 0% is about no effect
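Cells expressing TRPV1 were dye-loaded with Fluo-8 and read kinetically: 10 s baseline, 3 min after compound (agonist portion), then 2 min after EC20 capsaicin (allosteric enhancer portion). Calcium-bound dye fluorescence at 480/520 nm.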
KCNH2 3.1 block: qHTS for Inhibitors of KCHN2 3.1: Mutant qHTS; activity change, % (tested at about 1.8 µM); 340,000 tested, 0.95% active; U2OS KCNH2 3.1, thallium flux FluxOr; hits give low values; AID 720553, 2013; Potassium voltage-gated channel subfamily H member 2, brain isoform KCNH2 3.1 (human);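 active means maximum activity change below -70%; inconclusive means maximum activity change from -70% to -50%; inactive means maximum activity change above -50%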;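 further: thallium influx rate constant from kinetic fluorescence after stimulation buffer; on the % scale 0 is the no-effect control and ±100 the full control effect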
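FluxOr-based Tl+ influx in U2OS cells transduced with KCNH2 3.1 virus; rate constants normalized to DMSO controls.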
* marks the source's active call; other numbers are inactive results; ? = inconclusive; nt = no result given; & = joins results of further samples; [ ] = remark or other dose. Unless noted, the call rests on the fitted dose curve; in most records, active means well fitted curve in the direction sought with a large enough effect; inconclusive means small, poorly fitted or top-dose-only effect, or another doubt; inactive means no such curve, though single readings can be large; an effect the other way counts as inactive or inconclusive.

SMILES	a7 integrin act	KCNH2 WT inh	A-T KAP1 phos	MBNL1-CUG inh	CXXC DNA block	ASM inhibitor	GALK inh	Coupling enz	TRPV1 agonist	KCNH2 3.1 block
COc1ccc(-c2cc(=O)oc3c(C)c(OC(C)C(=O)N4C[C@H]5C[C@@H](C4)c4cccc(=O)n4C5)ccc23)cc1 (some centres undefined)	9%	4	-7%	?	-9%	-2%	nt	0	7	2
O=C1NC(=O)N(CCC2=CCCCC2)C(=O)/C1=C\c1cccs1	18%	-18	-1%	-7%	6%	-1%	-6%	-2	19	nt
N/C(=N\[N+](=O)[O-])N1CCN(C(=O)Oc2ccccc2)CC1	10%	2	-20%	-1%	5%	0%	nt	-1	-1	11
Cc1cccc(N2C(=O)NC(=O)/C(=C\c3ccc4c(c3)CCCN4Cc3ccccc3)C2=O)c1	1%	-10	4%	14%	6%	0%	-7%	5	1	2
Fc1ccc(N2CCN(Cc3cc4c(cc3Br)OCO4)CC2)cc1	-11%	6	4%	1%	-6%	4%	-1%	-1	8	-37
c1ccc2oc(N3CCNCC3)nc2c1	20%	-5	11%	3%	-5%	0%	2%	2	0	-10
C=C(CC1CC(O)[C@]2(C)OC3CC4OC5C[C@]6(C)O[C@]7(C)CCC8OC9C[C@]%10(C)OC%11C(C)=CC(=O)OC%11CC%10OC9C[C@@H](C)C8OC7CC6O[C@]5(C)C/C=C\C4OC3CC2O1)C(=O)O (some centres undefined)	0%	4	-4%	-7%	-7%	-1%	-2%	-2	-5	2
CC(=O)Nc1ccccc1C(=O)OCc1ccc(F)cc1	14%	-3	4%	2%	-1%	-1%	-2%	2	2	18
O=C1CN=C(c2ccc(F)cc2)c2oc3ccccc3c2N1	-7%	-4	2%	5%	-2%	8%	0%	4	16	2
CCN(CC)C(=O)Oc1ccc2ccccc2c1Cl	12%	-34	3%	?	-2%	3%	3%	1	5	20
COC(=NC1CCCC1)C(O)c1c[nH]c2ccccc12 (centres undefined)	-2%	-8	3%	6%	3%	-2%	-2%	-1	0	-4
CN1C(=O)NC(=O)C2(Cc3ccccc3N3CCOCC32)C1=O (centres undefined)	-3%	2	-2%	7%	13%	4%	-1%	11	-1	-9
CN1C(=O)C(=Cc2ccc(Sc3ccccc3)o2)C(=O)N(C)C1=S	8%	-5	nt	nt	nt	1%	nt	nt	nt	3
CCC[N+]12CCC(CC1)C(=C(c1ccccc1)c1ccccc1)C2	-7%	2	3%	-2%	1%	7%	nt	2	-1	0
CC(C)NS(=O)(=O)c1ccc(OCC(=O)N2CCN(C)CC2)cc1	-10%	-10	5%	-16%	-4%	0%	2%	-3	nt	0
C[C@@H]1O[C@@H](O[C@H]2C[C@@H](O)[C@]3(CO)[C@H]4[C@H](O)C[C@]5(C)[C@@H](C6=CC(=O)OC6)CC[C@]5(O)[C@@H]4CC[C@]3(O)C2)[C@H](O)[C@H](O)[C@H]1O	nt	3	14%&10%	-28%	-5%&-3%	-5%	-2%	1	-2&-8	11
O=c1[nH]c(=S)[nH]c(O)c1N=Nc1cccc(S(=O)(=O)N2CCOCC2)c1	-20%	7	-4%	?	-5%	?	0%	-2	2	10
COC(=O)C1=C(c2ccc(F)cc2OCc2ccccc2)C[C@@H]2CC[C@H]1N2C(=O)NCc1ccc(C)cc1	-31%	-12	-10%	nt	nt	-3%	nt	nt	11	?
O=C(c1cc2cc(F)ccc2[nH]1)N1CCC2(CC1)OCCO2	11%	6	-5%	0%	54%[activator]	1%	-10%	nt	3	7
c1cncc(CNCCN2CCNCC2)c1	-13%	-11	nt	nt	nt	1%	nt	nt	nt	-10

Some values from above.
For A-T KAP1 phos, CCC[N+]12CCC(CC1)C(=C(c1ccccc1)c1ccccc1)C2 reads 3%
For Coupling enz, CC(C)NS(=O)(=O)c1ccc(OCC(=O)N2CCN(C)CC2)cc1 reads -3

(further entries)
SMILES	a7 integrin act	KCNH2 WT inh	A-T KAP1 phos	MBNL1-CUG inh	CXXC DNA block	ASM inhibitor	GALK inh	Coupling enz	TRPV1 agonist	KCNH2 3.1 block
COc1ccc(N2C(=O)NC(=O)/C(=C/c3ccc(N4CCOCC4)cc3)C2=O)cc1	nt	nt	-1%	nt	-26%	nt	0%	2	1	nt
CCOc1ccc(Cl)cc1CNCCc1ccc(F)cc1	-42%[inhibitor]	31	1%	3%	1%	-2%	8%	3	3	-2
CC(C)c1ccc(C2NCc3ccccc3-n3cccc32)cc1 (centres undefined)	-25%	-3	?	-4%	43%[activator]	0%	nt	-1	0	26
CN(C)C1(CNC(=O)Nc2ccc(Cl)c(Cl)c2)CCCCC1	-36%	40	2%	-8%	39%[activator]	2%	0%	-2	0	?
O=C(c1cc(F)ccc1F)C1CCCN(Cc2cc(Cl)ccc2O)C1 (centres undefined)	-20%	25	15%	-4%	-11%	3%	3%	1	17	-20
Cc1ccc(C2C(S(C)(=O)=O)=C(O)C(=O)N2c2ccccc2)cc1 (centres undefined) (tested in a mixture with another compound)	15%	-1	-8%	16%	-1%	6%	-2%	nt	-1	6
C=CCn1cc(C=C2C(=O)NC(=O)NC2=O)c2ccccc21	-17%	9	-2%	-7%	?	-5%	-1%	-2	19	4
CC1=C(C(=O)O)N2C(=O)C(NC(=O)CCCC(=O)O)C2SC1 (centres undefined)	15%	-5	-1%	-6%	2%	-2%	1%	-1	5	7
c1ccc2c(CN3CCCCCC3)c[nH]c2c1	-58%[inhibitor]	4	0%	2%	0%	0%	11%	2	19	0
COc1ccccc1OP(=O)(Nc1cccnc1)Oc1ccccc1OC	15%	-1	-2%	-9%	-5%	5%	0%	-2	4	-2
C#C[C@@]1(O)CCC2C3CCC4=C/C(=N/OCC(=O)NC(C(=O)NC(CC(C)C)C(=O)O)C(C)C)CC[C@]4(C)C3CC[C@@]21C (some centres undefined)	23%	2	-8%	5%	-10%	0%	-3%	3	0	-8
Cc1nn(Cc2ccccc2)c(C)c1C(=O)NC1CCCc2ccccc21 (centres undefined)	9%	21	-1%	-7%	16%	-1%	3%	1	24	4
COc1c(C)cc(C(=O)C2CCCN(C3CCOCC3)C2)cc1C (centres undefined)	0%	5	8%	6%	13%	3%	-2%	5	1	-9
Cc1nc2ccc(Cl)cc2c(=O)n1-c1ccccc1Cl	-6%	6	-2%	1%	-9%	-5%	3%	-1	2	4
CCC12CN3CCN(CC(C3)/C1=N\O)C2	20%	3	14%	0%	3%	1%	4%	-1	-2	0
C#CCOc1cc(C2C3=C(COC3=O)Nc3cc4c(cc32)OCO4)ccc1OC (centres undefined)	-15%	20	-4%	15%	8%	25%	7%	2	-1	18
CCC(=NCc1cccnc1)c1c(O)n(-c2ccc(C)cc2)c(=O)[nH]c1=O	?	-3	-9%	-7%	3%	-2%	-2%	1	3	12
O=C(CCS(=O)(=O)c1ccc(Br)cc1)N1CCC2(CC1)OCCO2	26%	8	2%	-2%	5%	4%	-2%	3	2	-4
CNC(=O)Oc1ccc2c(c1)C(=O)c1ccccc1CO2	-2%	4	6%	9%	-10%	0%	-3%	2	-4	-3
NC(Cc1ccccc1)c1nn[nH]n1 (centres undefined)	-16%	-7	nt	nt	nt	5%	nt	nt	nt	-30
CCOc1c(Cl)cc(CNC(C)C(O)c2ccccc2)cc1OC (centres undefined)	?	-1	2%	-5%	-1%	3%	0%	3	0	-6
O=C(N/N=C/c1c(O)n(Cc2ccc(F)cc2)c(=O)[nH]c1=O)c1ccccc1O	4%	8	-5%	22%	4%	21%	-1%	-3	3	9
CC(=O)OC1N=C(c2ccccc2Cl)c2cc(Br)ccc2N(C)C1=O (centres undefined)	-28%	4	-12%	-11%	6%	-4%	2%	1	6	-11
CC[N+]12CCC(CC1)C(=C(c1ccccc1)c1ccccc1)C2	-17%	-3	9%	-9%	0%	5%	0%	2	1	-10
CCOP(=O)(OCC)/C(C#N)=C/c1ccc(-c2ccc(F)cc2F)o1	-12%	3	?	?	6%	77%[activator]	0%	1	25	4

An excerpt. The share of hits here may be higher or lower than overall.
